Screens: PubChem, several laboratories
sPLA2-III inh: Blocks human group III sPLA2 activity; Q9NZ20; 370,000 compounds, 0.56% hits; inhibition, % at 12.2 µM; QFRET BODIPY PC-A2 liposome hydrolysis, fluorescence;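 active = inhibition above mean plus 3 SD of compounds lying within the high and low control bounds, cut at about 19% in these data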;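 also: 0% = median of test compound wells and 100% = no enzyme DMSO wells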
Target sequence (Q9NZ20 whole entry, looked up): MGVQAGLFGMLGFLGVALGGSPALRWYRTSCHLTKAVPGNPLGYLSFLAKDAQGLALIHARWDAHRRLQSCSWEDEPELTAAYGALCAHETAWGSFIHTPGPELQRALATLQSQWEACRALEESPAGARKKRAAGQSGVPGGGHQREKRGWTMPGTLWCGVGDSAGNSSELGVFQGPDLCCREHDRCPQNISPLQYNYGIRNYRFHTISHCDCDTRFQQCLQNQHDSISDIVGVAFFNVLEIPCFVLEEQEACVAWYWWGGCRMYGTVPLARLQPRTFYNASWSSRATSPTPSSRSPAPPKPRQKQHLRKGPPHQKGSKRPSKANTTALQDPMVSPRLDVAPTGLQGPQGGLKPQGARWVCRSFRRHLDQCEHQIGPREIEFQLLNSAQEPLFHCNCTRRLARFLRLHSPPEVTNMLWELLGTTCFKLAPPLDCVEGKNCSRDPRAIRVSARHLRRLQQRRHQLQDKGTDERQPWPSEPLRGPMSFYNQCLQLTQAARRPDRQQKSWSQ
hcDAF-12 act: activates DAF-12 receptor from parasite H. contortus; HEK293 hcDAF-12 lit1-tk-luc reporter, luminescence; 0% DMSO, 100% Δ7-dafachronic acid; 370,000 compounds, 1.4% hits; AID 652067; activation, % at 6.8 µM;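 active = activation above the mean of all tested compounds plus 3 SD, cut at about 5.5% in these data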;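 also: 100% = response to 3 µM Δ7-dafachronic acid high control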
ssDAF-12 act: activators of S. stercoralis DAF-12 nuclear receptor | HEK293 ssDAF-12/GRIP1 lit1-tk-luc reporter, luminescence; % of 3 µM dafachronic acid response | activation, % at 6.8 µM | 370,000 compounds, 1% hits;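 active = activation above the mean over all tested compounds plus 3 SD, cut at about 0.9% in these data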;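 also: 0% = DMSO-only wells and 100% = 3 µM delta7-dafachronic acid wells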
KLK7 zymogen act: activators of human kallikrein-7 zymogen. activation, % at 7 µM. P49862. 370,000 compounds, 0.9% hits. purified proKLK7, EDANS-DABCYL substrate fluorescence; 100% is mature enzyme control, 0% vehicle;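 active = activation above the mean of all tested compounds plus 3 SD, computed per campaign excluding outliers beyond control limits, cut at about 13% in these data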
Target sequence (P49862 whole entry, looked up): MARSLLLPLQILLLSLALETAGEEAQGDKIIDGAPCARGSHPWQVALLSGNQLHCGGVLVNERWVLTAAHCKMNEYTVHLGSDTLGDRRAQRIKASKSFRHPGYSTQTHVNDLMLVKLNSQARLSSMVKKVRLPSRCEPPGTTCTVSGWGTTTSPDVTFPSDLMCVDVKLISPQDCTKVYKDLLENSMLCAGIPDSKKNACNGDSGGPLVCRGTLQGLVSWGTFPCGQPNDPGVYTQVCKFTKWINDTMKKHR
DAX1 inh-1: NR0B1 (DAX1) inhibition; AID 504766; P51843; inhibition, % at 6.75 µM; 340,000 compounds, 0.99% hits; HEK293 Gal4-DAX1 luciferase reporter, luminescence;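 active = inhibition above the mean over all tested compounds plus 3 SD, cut at about 4.2% in these data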;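 also: 0% = DAX1-transfected cells with DMSO and 100% = empty-vector control cells with DMSO; inhibition shows as a rise in luminescence from relieved DAX1 repression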
Target sequence (P51843 207-470 limits assumed): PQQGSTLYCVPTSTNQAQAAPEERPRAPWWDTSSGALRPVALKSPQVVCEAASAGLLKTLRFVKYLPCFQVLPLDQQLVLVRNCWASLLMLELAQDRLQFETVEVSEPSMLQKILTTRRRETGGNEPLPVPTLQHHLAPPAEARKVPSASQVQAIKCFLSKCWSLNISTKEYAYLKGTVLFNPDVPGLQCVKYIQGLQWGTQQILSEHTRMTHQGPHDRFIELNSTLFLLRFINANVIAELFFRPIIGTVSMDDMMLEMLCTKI
GC-B act: GC-B (human) receptor activation; HEK293-GC-B cells, CNP EC30, cGMP TR-FRET; 0% at EC30 CNP, 100% saturating CNP; activation, % at 10 µM; 370,000 compounds, 0.11% hits; P20594;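 active = activation at 10 µM reaching about 35% in either raw or pattern-adjusted values, limit read from the data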
SMARCA2 activ: SMARCA2 function activation, primary screen. MG213 cells, MMTV-luciferase reporter, dexamethasone, overnight. activation, % at 9.1 µM. 370,000 compounds, 1% hits; in the data active = activation above about 7.8%;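 also: 0% = vehicle wells and 100% = reference activator wells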
NPR1 activator: GC-A (human) enzyme activation; P16066; HEK293 GC-A cells, cGMP TR-FRET, EC30 ANP; 0% at EC30 ANP, 100% saturating ANP; activation, % at 10 µM; 370,000 compounds, 0.14% hits; AID 1671463; in the data active = activation above about 40%
hgDAF-12 ag: agonists of H. glycines DAF-12 nuclear receptor; HEK293 GAL4-hgDAF12 UAS-luciferase reporter, agonist luminescence; normalized to butyrate control; activation, % at 6.8 µM; 370,000 compounds, 1.8% hits; AID 687014;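 active = activation above a cutoff set at the mean of all screened compounds plus 3 SD, cut at about 10% in these data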;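 also: 0% = DMSO wells and 100% = sodium butyrate wells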
GAA850 FXN act: activators of GAA850 frataxin (FXN) promoter; HEK293 lucGAA850 FXN promoter luciferase reporter, 24 h; percent of 10 µM SAHA response; activation, % at 6 µM; 360,000 compounds, 0.56% hits;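 active = activation above the average of all compounds screened plus 3 SD, cutoff fixed separately per campaign, cut at about 7.5% in these data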;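 also: 0% = DMSO wells and 100% = 10 µM SAHA wells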
DAX1 inh-2: blocks DAX1 repression of SF-1 activated StAR promoter; HEK293T StAR-luciferase reporter, SF-1/DAX-1 repression relief; 370,000 compounds, 1.1% hits; inhibition, % at 6.8 µM; AID 652010;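 active = inhibition above the mean over all tested compounds plus 3 SD, cut at about 3.6% in these data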;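 also: 0% = DAX-1 cells with DMSO and 100% = cells lacking DAX-1 with DMSO; higher inhibition means more luminescence from relief of DAX-1 repression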
An asterisk follows results filed as active; nt = no result given.

1	CCOC(=O)Cc1ccc(Nc2nc(NCCOC)nc3ccsc23)cc1
2	CCOC(=O)c1cnc2ccc(OCC)cc2c1NCCCN1CCOCC1
3	CN=C1SC(C(=O)Nc2ccccc2Cl)CC(=O)N1c1ccc(OC(F)(F)Cl)cc1 (stereo unspecified)
4	C=CCSc1nnc(NC(=O)CCNC(=O)c2ccccc2Cl)s1
5	CC(=O)N/N=C/c1ccc(OCCOc2ccc(Br)cc2)cc1
6	Cc1cccn2cc(CNS(=O)(=O)c3cccc(F)c3)nc12
7	Cc1nc2ccccc2nc1SCC(=O)c1ccccc1
8	COc1cc2c(cc1OC)C(COc1ccccc1OC)N(C(=O)C(C)(C)C)CC2 (stereo unspecified)
9	O=C(NCc1ccc(F)cc1)N1CCc2ccccc2C1
10	O=C(Nc1ccc(Cl)c(Cl)c1)N(CCCN1CCOCC1)Cc1cccs1
Screen / compound no. | 1 | 2 | 3 | 4 | 5 | 6 | 7 | 8 | 9 | 10
sPLA2-III inh | -9 | -2 | 0 | -3 | 0 | -5 | -42 | -1 | 5 | -21
hcDAF-12 act | -2.5 | -2.3 | -0.4 | -0.3 | 0.2 | -0.9 | 6.7* | -1.7 | 0.1 | -1.3
ssDAF-12 act | -2.1 | -1.4 | -2.1 | -1.0 | -1.4 | -1.1 | -0.8 | -0.8 | -0.8 | -1.8
KLK7 zymogen act | 0.4 | 0.3 | 0.1 | 0.2 | -0.1 | 0.8 | -0.1 | -0.1 | 0.2 | 0.1
DAX1 inh-1 | nt | 0.8 | 0.1 | -0.3 | 0.3 | 0.5 | -1.3 | -0.1 | 0.0 | 0.7
GC-B act | 1 | 3 | 0 | -4 | -5 | 4 | 4 | 2 | 2 | -16
SMARCA2 activ | 0 | 4 | -2 | -2 | 2 | 1 | -3 | 0 | 0 | 1
NPR1 activator | 7 | 9 | -1 | -1 | 14 | -2 | 4 | -1 | -2 | -15
hgDAF-12 ag | -5.0 | 4.7 | 0.2 | 1.6 | 2.7 | 1.4 | -0.4 | -0.1 | 1.8 | -1.8
GAA850 FXN act | -1.1 | 0.6 | 1.1 | -0.9 | -2.0 | -0.2 | 3.9 | -0.8 | 2.0 | -2.6
DAX1 inh-2 | -2.4 | -0.2 | 0.3 | 0.0 | 0.0 | -0.1 | -1.1 | 0.1 | 0.3 | -0.6

11	O=C(CN1C(=O)c2ccccc2S1(=O)=O)Nc1cc(S(=O)(=O)N2CCCCC2)ccc1Cl
12	COc1ccc(CN(C)CC(=O)NC(=O)NC2CCCCC2)cc1
13	CN(C)S(=O)(=O)n1cnc(-c2ccccc2)c1-c1ccccc1
14	N#CCSc1ncnc2sc3c(c12)CCC3
15	Cc1ccc(N=C2NC(=O)/C(=C\c3ccsc3)S2)c(C)c1
16	CC1(C)CC2CC(C)(CN2C(=O)COC(=O)c2n[nH]c(=O)c3ccccc23)C1 (stereo unspecified)
17	Cc1ccccc1Nc1cccc2nonc12
18	CC1CCN(S(=O)(=O)c2cc(F)ccc2CN2C(=O)c3cccnc3C2=O)CC1
19	N#CC1(NC(=O)CN2C(=O)NC3(CCCCCC3)C2=O)CCCCC1
20	Nc1nnnn1CC(=O)N/N=C/c1cc([N+](=O)[O-])ccc1O
Screen / compound no. | 11 | 12 | 13 | 14 | 15 | 16 | 17 | 18 | 19 | 20
sPLA2-III inh | -16 | -3 | -3 | -4 | -32 | -6 | -5 | 7 | 9 | -3
hcDAF-12 act | -0.8 | -0.3 | -1.4 | -1.1 | -1.2 | -1.3 | -2.0 | 0.8 | 0.5 | -0.4
ssDAF-12 act | -1.1 | -0.8 | -0.1 | -0.7 | -2.0 | -0.7 | -0.5 | -0.1 | -1.0 | -2.0
KLK7 zymogen act | 0.1 | -0.8 | -0.3 | -0.3 | 0.5 | -0.1 | 7.2 | 0.4 | -0.6 | -0.2
DAX1 inh-1 | -0.4 | -0.2 | -1.0 | 0.4 | -0.1 | 4.4* | 0.3 | 0.6 | 0.0 | 1.5
GC-B act | 2 | 0 | -1 | 4 | 2 | 1 | -5 | -1 | -2 | 2
SMARCA2 activ | -4 | 3 | -1 | 0 | -1 | 0 | -3 | 5 | -2 | -2
NPR1 activator | 1 | 2 | -6 | -2 | -5 | 3 | 4 | 1 | 0 | -2
hgDAF-12 ag | -2.9 | 0.0 | 2.0 | -0.6 | -4.1 | 0.8 | 1.5 | -2.6 | -0.8 | 0.4
GAA850 FXN act | 0.0 | 2.2 | -0.1 | 1.4 | 3.4 | -0.2 | 2.5 | 0.9 | 1.4 | 1.8
DAX1 inh-2 | 1.5 | 0.6 | -0.6 | 0.0 | -1.1 | 0.5 | -0.1 | 0.0 | 0.6 | -0.1

Just sPLA2-III inh, hgDAF-12 ag and KLK7 zymogen act, for some of the entries so far:
cpd	mol	sPLA2-III inh	hgDAF-12 ag	KLK7 zymogen act
13	CN(C)S(=O)(=O)n1cnc(-c2ccccc2)c1-c1ccccc1	-3	2.0	-0.3
14	N#CCSc1ncnc2sc3c(c12)CCC3	-4	-0.6	-0.3

More records follow:
21	O=C(NCc1ccccc1)[C@@H]1CCCN1C(=O)[C@H]1CCCN1C(=O)c1ccccc1C(F)(F)F
22	OCC(CO)N[C@H]1C[C@](O)(CO)[C@@H](O)[C@H](O)[C@H]1O
23	CCOC(=O)C(CC)Sc1ncnc2c1nnn2-c1ccc(F)cc1 (stereo unspecified)
24	Cc1ccc(NS(=O)(=O)c2ccc(N3CCN(c4ccc(O)cc4)CC3)c([N+](=O)[O-])c2)c(C)c1
25	COc1ccc(N(CC(=O)Nc2cccc(C(F)(F)F)c2)S(=O)(=O)c2c(C)[nH]c(=O)[nH]c2=O)cc1
26	CCCCn1c(N)c(N(CCOC)C(=O)C2CCN(S(=O)(=O)c3ccc(C)cc3C)CC2)c(=O)[nH]c1=O
27	COc1ccc(C2CC(c3ccccc3OC(=O)/C=C/c3ccccc3)=NN2C(C)=O)cc1 (stereo unspecified)
28	COc1cc(C(c2sc3nc(C)nn3c2O)N2CC(C)OC(C)C2)cc(OC)c1OC (stereo unspecified)
29	CCCCc1c(-c2ccccc2OC)ncn1CCc1cccc(OC)c1
30	O=C(O)c1ccc(-n2nnnc2SCc2ccccc2F)cc1
Screen / compound no. | 21 | 22 | 23 | 24 | 25 | 26 | 27 | 28 | 29 | 30
sPLA2-III inh | 3 | 8 | -2 | -25 | -29 | 0 | 0 | 2 | -12 | 2
hcDAF-12 act | 0.6 | -0.8 | -1.0 | -3.1 | -1.2 | -1.3 | 1.8 | 2.4 | -1.9 | -0.7
ssDAF-12 act | -1.4 | -1.3 | -1.6 | -1.7 | -0.8 | -0.9 | -0.1 | -1.1 | -1.0 | -1.0
KLK7 zymogen act | 0.4 | -0.1 | -0.2 | 1.0 | 0.1 | 0.1 | 1.0 | 0.0 | 0.4 | 0.4
DAX1 inh-1 | nt | nt | -0.9 | -3.7 | 0.5 | -0.2 | 1.3 | 2.1 | nt | -1.3
GC-B act | -3 | 4 | -2 | -2 | 3 | -3 | 2 | 2 | -11 | -1
SMARCA2 activ | 1 | -6 | 1 | -7 | -1 | 0 | 0 | 1 | -6 | -1
NPR1 activator | 1 | 4 | -4 | -4 | 1 | 1 | 2 | -3 | -19 | 3
hgDAF-12 ag | -2.3 | -0.3 | 1.5 | -3.2 | -0.2 | 1.3 | 1.1 | 0.4 | -2.8 | 1.1
GAA850 FXN act | nt | nt | -1.3 | 0.2 | 2.0 | -1.9 | -2.5 | 0.7 | nt | 1.1
DAX1 inh-2 | -0.2 | 0.3 | -0.2 | -0.8 | 0.8 | -0.2 | 0.4 | -0.4 | -0.9 | 0.5

31	CC(C)c1ccc(NC(=O)c2csnn2)cc1
32	COc1ccc(OC)c(NC(=O)NNC(=O)CCCOc2ccc(Cl)cc2C)c1
33	CCCCN1C(=O)CN(CCc2ccccc2)C(=O)C1c1ccc(OC)cc1 (stereo unspecified)
34	Cc1ccc(C(=O)N/C(=C\c2ccccc2)C(=O)NCc2ccncc2)cc1
35	CCCNC(=O)C1(C)CCN(Cc2ccc(Cl)c(Cl)c2)C1 (stereo unspecified)
36	COC(=O)c1ccc2nc(-c3ccc(OC)c(OC)c3)c(Cc3ccccc3C(F)(F)F)n2c1
37	O=C(COc1ccccc1)N(Cc1ccco1)C1CCS(=O)(=O)C1 (stereo unspecified)
38	CCN(CC)c1ccc(/C=C2\C(=N)N3N=C(CC(=O)N4CCOCC4)SC3=NC2=O)cc1
39	OC(COc1ccc2c(c1)CCC2)CN1CCN(c2cccc(Cl)c2)CC1 (stereo unspecified)
40	CCCSc1cc(N2CCCC2)nc(-c2ccccc2)n1
Screen / compound no. | 31 | 32 | 33 | 34 | 35 | 36 | 37 | 38 | 39 | 40
sPLA2-III inh | -2 | -35 | -1 | 3 | 7 | -2 | 8 | -5 | -5 | 1
hcDAF-12 act | 4.9 | -1.8 | -0.5 | 0.3 | -1.1 | 1.0 | -2.3 | 0.1 | -0.6 | -1.2
ssDAF-12 act | 1.1* | -1.3 | -0.4 | -1.2 | -1.9 | 0.1 | -1.6 | -0.7 | -1.3 | -0.6
KLK7 zymogen act | -0.3 | 0.1 | 0.1 | -0.5 | 0.3 | 0.2 | 0.0 | 0.3 | 1.2 | -0.3
DAX1 inh-1 | 0.3 | -2.2 | 0.6 | 1.1 | nt | nt | -0.4 | 0.5 | 0.4 | -0.3
GC-B act | 4 | -7 | -5 | 2 | 3 | 25 | 1 | -5 | 0 | -7
SMARCA2 activ | 2 | -2 | -1 | -3 | -2 | -2 | -2 | -2 | -2 | -1
NPR1 activator | 8 | -19 | -5 | -3 | -3 | 17 | 5 | 0 | -2 | -2
hgDAF-12 ag | 13* | 3.8 | 1.8 | -4.1 | -1.9 | 0.9 | 0.8 | 2.3 | 0.9 | -1.0
GAA850 FXN act | 4.4 | -0.3 | 0.6 | -1.2 | 1.1 | nt | -0.4 | 1.9 | -0.8 | 2.3
DAX1 inh-2 | 4.7* | -0.5 | 0.2 | 0.1 | -0.4 | 0.3 | -0.4 | 0.6 | 0.0 | 0.7

41	COC(=O)c1cc(NC(=O)c2cc(-c3ccccc3Cl)oc2C(F)(F)F)ccc1N1CCOCC1
42	COc1ccc(/C=C/c2nc3ccccc3n2Cc2ccccc2OC)cc1
43	O=C(Nc1ccc(Cl)cc1C(F)(F)F)c1ccccc1
44	CC(C)Cc1ccc(C(C)C(=N)N)cc1 (stereo unspecified)
Screen / compound no. | 41 | 42 | 43 | 44
sPLA2-III inh | -2 | -10 | 4 | 2
hcDAF-12 act | -3.6 | 5.2 | 0.0 | -1.0
ssDAF-12 act | -0.1 | 0.1 | -1.7 | -1.8
KLK7 zymogen act | -0.8 | -59 | -0.7 | 0.4
DAX1 inh-1 | -3.2 | 2.6 | 3.2 | 0.5
GC-B act | 4 | -5 | 1 | -1
SMARCA2 activ | -3 | 2 | -2 | -4
NPR1 activator | 8 | -12 | -1 | 2
hgDAF-12 ag | -0.7 | 16* | 4.0 | -0.8
GAA850 FXN act | -0.7 | 4.1 | 1.9 | -0.3
DAX1 inh-2 | -0.9 | 4.4* | 0.5 | 0.1
